# MPTP inh: blocks calcium-induced mitochondrial swelling; isolated mouse mitochondria, Ca2+ swelling absorbance, 30 min; inhibition, % at 10 µM; 360,000 tested, 1.4% active; AID 602449;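 active means inhibition of 50% or more, scaled per plate between neutral and stimulator controls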;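 further: 0% = DMSO wells given calcium and 100% = 1 mM EGTA wells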
# GRIN3A LBD mod: NR3A (human) ligand-binding domain modulation; NR3A LBD differential scanning fluorimetry, Tm shift; 0% = protein alone, 100% = glycine-bound protein; Tm shift relative to glycine control, % at 25 µM; 340,000 tested, 2.5% active; AID 1259313;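 active means melting temperature shift of at least 10% of the positive control shift, at one fixed dose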
# A3A deaminase: blocks human APOBEC3A ssDNA deamination; P31941; recombinant A3A, FAM/TAMRA ssDNA deamination fluorescence; inhibition, % at 20 µM; 330,000 tested, 0.41% active;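 active means at least 40% inhibition at 20 µM here, with at most 30% in a related deaminase screen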;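 further: plate controls were A3A with DMSO for no effect and wells lacking A3A enzyme for full effect; some results filed as inactive read as strong as hits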
# mIAP block: blocks mouse intestinal alkaline phosphatase | inhibition, % at 10 µM | AID 2806 | 330,000 tested, 0.2% active | purified mouse IAP, CDP-Star luminescence, 30 min;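 active means inhibition of at least 40% at 10 µM in the primary screen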;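 further: plate controls were DMSO with enzyme for no effect and no enzyme wells for full effect; values of inactives mirror those of a sister screen read the other way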
# hIAP inh: blocks human intestinal alkaline phosphatase; inhibition, % at 10 µM; purified IAP, CDP-Star luminescence, 30 min; 330,000 tested, 0.12% active; P09923; AID 2544;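 active means inhibition reaching a set limit with compound at 10 µM in the primary screen, cut at about 35% in these data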;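 further: plate controls were DMSO wells with enzyme for no effect and no-enzyme buffer wells for full effect; values of inactives mirror those of a sister screen read the other way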
# Target sequence (P09923 whole entry, looked up): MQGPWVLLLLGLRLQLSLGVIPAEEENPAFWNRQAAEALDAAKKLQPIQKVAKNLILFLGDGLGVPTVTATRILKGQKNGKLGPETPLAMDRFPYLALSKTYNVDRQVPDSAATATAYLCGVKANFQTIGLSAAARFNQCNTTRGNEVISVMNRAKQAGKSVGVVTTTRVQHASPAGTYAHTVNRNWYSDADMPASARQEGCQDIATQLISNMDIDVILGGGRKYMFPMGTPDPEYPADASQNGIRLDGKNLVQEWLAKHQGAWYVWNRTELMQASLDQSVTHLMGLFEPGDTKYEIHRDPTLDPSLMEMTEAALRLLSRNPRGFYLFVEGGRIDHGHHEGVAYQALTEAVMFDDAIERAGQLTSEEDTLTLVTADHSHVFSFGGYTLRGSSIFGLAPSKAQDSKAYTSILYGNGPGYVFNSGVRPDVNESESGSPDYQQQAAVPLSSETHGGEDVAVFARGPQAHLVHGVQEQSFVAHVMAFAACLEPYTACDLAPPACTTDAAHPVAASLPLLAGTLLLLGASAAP
# mIAP activ: increases mouse intestinal alkaline phosphatase activity; muIAP, CDP-Star luminescence, 30 min; hits give high values; 1 = vehicle-only enzyme signal, 0 = enzyme-free wells; activation factor at 10 µM; 330,000 tested, 0.24% active; AID 2805;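 active means activation factor of at least 2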; further: the source names both 10 and 20 µM as test concentration; values of inactives mirror those of a sister screen read the other way
#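 Assay system: mouse IAP enzyme; reagent: chemiluminescent substrate CDP-Star; dosing: test compounds delivered from DMSO solution; schedule: 30 min at room temperature; measured by: luminescence from enzymatic CDP-Star hydrolysis; controls: DMSO-only wells and no-enzyme negative control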
# MIN6 prolif: inducers of beta-cell replication in MIN6 cells | MIN6 cells proliferation, ATPlite luminescence, 48 h; cells starved in 0.2% serum; 100% = growth in 10% serum | proliferation, % at 10 µM | 330,000 tested, 0.29% active;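 active means compounds whose signal lies at least 3.5 SD above the mean of all wells on their plate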;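 further: 0% = DMSO-treated cells in low-serum medium and 100% = 10% serum control; some compounds called inactive have numbers as strong as hits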
# A3G deaminase: inhibitors of human APOBEC3G DNA deaminase. AID 493012. 330,000 tested, 0.28% active. Q9HC16. inhibition, % at 20 µM. recombinant A3G, ssDNA deamination FAM/TAMRA fluorescence;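 active means inhibition of at least 40% at 20 µM, with no more than 30% in the related APOBEC3A deaminase screen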;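 further: plate controls were DMSO wells with A3G for no effect and wells lacking A3G enzyme for full effect; some compounds called inactive have numbers as strong as hits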
# Target sequence (Q9HC16 whole entry, looked up): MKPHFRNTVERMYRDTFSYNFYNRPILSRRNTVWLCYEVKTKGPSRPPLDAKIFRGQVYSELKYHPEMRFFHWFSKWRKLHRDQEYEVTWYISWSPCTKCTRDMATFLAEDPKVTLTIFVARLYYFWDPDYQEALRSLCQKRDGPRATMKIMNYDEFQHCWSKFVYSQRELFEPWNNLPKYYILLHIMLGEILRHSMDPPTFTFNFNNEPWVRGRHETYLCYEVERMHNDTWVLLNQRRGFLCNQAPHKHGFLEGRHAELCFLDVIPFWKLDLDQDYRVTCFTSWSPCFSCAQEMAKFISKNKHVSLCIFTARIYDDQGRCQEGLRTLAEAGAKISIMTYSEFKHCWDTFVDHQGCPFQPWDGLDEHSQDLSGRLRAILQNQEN
# hIAP activ: increases human intestinal alkaline phosphatase activity; P09923; purified human IAP, CDP-Star luminescence, 30 min; hits give high values; 1 = vehicle-only enzyme, 0 = enzyme-free background; activation factor at 10 µM; 330,000 tested, 0.16% active; AID 2524;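 active means activation factor of the enzyme at least 2-fold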; further: the source names both 10 and 20 µM as test concentration; values of inactives mirror those of a sister screen read the other way
# Numbers without * were called inactive; nt = no result given. This is a random part of the collection; about 5% have a hit in one of these screens.
SMILES,MPTP inh,GRIN3A LBD mod,A3A deaminase,mIAP block,hIAP inh,mIAP activ,MIN6 prolif,A3G deaminase,hIAP activ
CCc1cc2c(NC(Cc3c[nH]c4ccccc34)C(=O)O)nc(C)nc2s1 (stereo unspecified),2.7,-2,-2,-9,-3,1.1,-2,-1,1
CCc1[nH]nc2c1C(C1C=CCCC1)C(C#N)=C(N)O2 (stereo unspecified),1.6,-3,-4,11,22,0.89,-4,-7,0.78
O=C(c1cncc(Br)c1)N1CCN(c2ccc([N+](=O)[O-])cc2)CC1,-0.6,-1,0,15,-4,0.85,4,-1,1
COC(=O)C(C)SC1=N/C(=C/c2ccc(-n3cncn3)cc2)C(=O)N1 (stereo unspecified),1.9,-2,0,19,12,0.81,3,-7,0.89
CC(=O)Nc1ccc(S(=O)(=O)Nc2ccc(N3CCOCC3)c(F)c2)cc1,-10,0,36,-2,4,1,6,-5,0.96
O=S(=O)(c1cccc(-c2csc(-c3ccccc3)n2)c1)N1CCOCC1,4.3,-5,2,20,-10,0.81,-3,-4,1.1
Cc1ccc(N(C(=O)c2snc(C(N)=O)c2N)C(C(=O)NCCC(C)C)c2ccco2)cc1 (stereo unspecified),0.8,2,-1,-13,1,1.1,-1,-2,0.99
CC(C)C(OC(=O)C1CCCO1)C(=O)NC1CCCC1 (stereo unspecified),-0.2,1,-2,2,5,0.98,4,-9,0.95
O=C(NCCCn1ccnc1)C(=O)NCc1ccccc1,-0.3,-5,2,-1,20,1,0,-4,0.8
O=C1CC(C(F)(F)F)=NN1,2.0,0,-4,3,1,0.97,-1,-7,0.99
CC1CCN(S(=O)(=O)c2ccc(C(=O)OC(C)C(=O)NC3CCCCC3C)cc2)CC1 (stereo unspecified),0.4,1,10,15,-12,0.85,-2,-3,1.1
Cc1cccn2c(=O)c3cc(C(=O)NCc4ccco4)c(=N)n(C4CCCC4)c3nc12,-2.0,0,5,6,15,0.94,3,-2,0.85
COC(=O)C1=C(C)N(CCCC(=O)O)C(=O)NC1c1ccccc1Cl (stereo unspecified),-1.7,-1,-2,-3,-6,1,-1,-11,1.1
Cc1ccsc1C(=O)OC1CCOC1=O (stereo unspecified),-2.5,3,5,-9,2,1.1,4,-2,0.98
CC(=O)NC(CC(=O)N(C)Cc1c(F)cccc1Cl)c1ccccc1 (stereo unspecified),-2.8,-1,14,0,-15,1,-2,-7,1.1
COc1ccc(/C=N/Nc2cc(C)nc3ccccc23)cc1,12,-14,2,8,-10,0.92,-5,-3,1.1
CCC(=O)NC(c1cccs1)c1cc(Cl)c2ccccc2c1O (stereo unspecified),4.6,-10,-6,12,3,0.88,-7,-11,0.97
CCOc1ccccc1C(=O)NC1CC2CCCC(C1)N2Cc1nnnn1Cc1ccco1 (stereo unspecified),0.0,-1,1,8,-1,0.92,6,-1,1
COC(=O)C(CC(C)C)NC(=O)CSc1nc(-c2ccccc2)c(C#N)c(=O)[nH]1 (stereo unspecified),0.1,2,1,-1,-23,1,0,-10,1.2
CC[C@@H]1C=C(C(=O)O)[C@H](c2ccc(C#N)cc2)N1S(=O)(=O)c1ccc(C)cc1,-1.4,1,-4,-4,4,1,1,-8,0.96
COc1ccccc1C(=O)N1CCN(CCc2ccccc2)CC1,-2.7,2,1,-6,7,1.1,-1,0,0.93
COc1ccc(C(=O)N2CC3(CC(c4cccc(NC(=O)CC(c5ccccc5)c5ccccc5)c4)=NO3)C[C@H]2C(N)=O)cc1 (stereo partly specified),1.2,-3,1,-80,-12,1.8,-8,-9,1.1
CCOC(=O)c1c(C)nsc1NCc1ccccc1,4.7,-2,1,16,11,0.84,2,24,0.89
O=C(CSCc1ccccc1)Nc1cccc(C(=O)Nc2ccccc2C(=O)O)c1,2.1,5,2,5,14,0.95,-1,-4,0.86
O=S(=O)(c1ccc(N2CCCCCC2)nc1)N1CCCC1,-0.4,0,-3,6,3,0.94,2,-6,0.97
Nc1cc(-c2ccccc2)nn1Cc1ccc(Cl)cc1,2.0,-10,-5,0,-3,1,-2,-2,1
Cn1cc(-c2cccc(Cl)c2)cc(C#N)c1=O,0.0,-3,1,-5,-21,1.1,-1,-4,1.2
CCOC(=O)C1=C(CS(=O)(=O)c2ccc(Cl)cc2)NC(=O)NC1c1ccc(O)c(OC)c1 (stereo unspecified),-1.5,0,-4,-1,-18,1,1,-5,1.2
C[C@H](CO)N1C[C@H](C)[C@@H](CN(C)S(C)(=O)=O)Oc2c(NC(=O)Nc3ccccc3)cccc2C1=O,1.3,0,-2,-14,-4,1.1,-2,-5,1
Cc1ccc(N=C2NC(=O)c3cccc([N+](=O)[O-])c32)cc1,-0.6,0,-2,4,13,0.96,-1,-4,0.87
O=C1c2ccccc2NC(c2ccccc2O)N1NS(=O)(=O)c1ccccc1 (stereo unspecified),-1.6,0,-3,5,-18,0.95,-3,-4,1.2
COC(=O)c1cc2c(N)c(C(=O)c3ccc(Cl)cc3)sc2nc1C(OC)OC,5.2,-3,-6,14,-12,0.86,1,-11,1.1
CCN(Cc1ccc(NC(C)=O)cc1)CC1CCCN(CCc2cccc(OC)c2)C1 (stereo unspecified),1.6,0,-2,-5,-36,1,-1,-7,1.4
COc1ccc(N2CCN(c3cnc4ccccc4n3)CC2)cc1,0.1,0,-2,6,2,0.94,-3,5,0.97
CC(C)(C)[C@@H]1C=C(C(=O)O)O[C@H](OCc2ccc(CO)cc2)C1,0.1,0,-4,29,-3,0.71,-4,-9,1
Cc1ccc(C(=O)Nc2nc(C)c(C)s2)o1,-1.1,0,4,26,-42,0.73,-2,0,1.4
COc1ccc(NC(C)=O)cc1NC(=O)CSc1nnc(-c2ccc(F)cc2)n1N,-1.2,-3,-5,2,8,0.98,-4,-2,0.92
Cc1ccc(C)c(S(=O)(=O)N2CCN(CC(=O)NC(=O)NCc3ccco3)CC2)c1,-0.9,0,6,-10,-4,1.1,-5,-7,1
COC(=O)C(Cc1ccccc1)NC(=O)COc1ccc(C(C)(C)C)cc1 (stereo unspecified),-0.1,0,-2,-4,17,1,-3,-2,0.83
CCOC(=O)c1c(NC2=NS(=O)(=O)c3ccccc32)sc2c1CCCCC2,7.0,-1,-2,15,13,0.85,-1,-1,0.87
CC(=O)Nc1ccc(NC(=O)C(=O)c2cn(CC(=O)N3CCCC3)c3ccccc23)cc1,-0.1,-1,-2,4,-7,0.96,-5,-4,1.1
CCN(C(=O)CN1C(=O)NC(c2ccccc2)(c2ccc(C)c(C)c2)C1=O)C1CCS(=O)(=O)C1 (stereo unspecified),0.4,0,3,-14,5,1.1,-3,2,0.95
Cc1ccc(CNc2oc(COc3ccccc3Cl)nc2C#N)cc1,3.5,-11,-2,-13,-25,1.1,-1,-4,1.2
Cc1nnsc1C(=O)NNS(=O)(=O)c1cc(C(F)(F)F)cc(C(F)(F)F)c1,9.0,-6,6,14,-40,0.86,-2,2,1.4
O=C(Cn1cc([N+](=O)[O-])ccc1=O)N1CCc2ccccc21,-0.4,0,-3,-1,4,1,3,-5,0.96
Cc1nc(C)c(CCNC(=O)c2ccccc2Br)s1,-0.1,-2,3,5,1,0.95,-4,1,0.99
CNC(=O)COC(=O)COc1ccc2c(C)cc(=O)oc2c1,-1.7,1,-3,8,15,0.92,2,-11,0.85
COC(=O)c1ccccc1NC(=O)CN(c1ccc(C)cc1)S(C)(=O)=O,1.4,1,-8,4,10,0.96,-3,-8,0.9
COc1ccc(S(=O)(=O)NC(Cc2cnc[nH]2)C(=O)O)cc1 (stereo unspecified),-0.1,-4,-1,-10,-13,1.1,-2,-6,1.1
CCn1c(SCC(=O)Nc2nnc(C)s2)nnc1C(C)NC(=O)c1ccccc1F (stereo unspecified),0.1,0,-6,3,0,0.97,0,-12,1
COc1ccc(S(=O)(=O)Nc2cc(C(=O)NCCCN3CCOCC3)ccc2N2CCOCC2)cc1,0.6,-1,0,1,-8,0.99,-5,8,1.1
CC(=O)Nc1cccc(OCC(=O)NC(C)C(C)C)c1 (stereo unspecified),1.6,0,1,1,6,0.99,1,-2,0.94
Cc1ccc(C)c(C(=O)NCCN(C)C)c1,1.2,0,0,11,-13,0.89,-2,-5,1.1
Cc1ccc(Cn2c(=N)c(C(=O)NC3CCCCC3)cc3c(=O)n4ccccc4nc32)cc1,0.7,1,-2,6,12,0.94,-8,-6,0.88
CC(=O)N1CCC(CCCC2CCN(C(C)=O)CC2)CC1,-0.2,0,-3,-6,20,1.1,4,-1,0.8
CC1=CC(C)C2(CO)COC(c3ccc(O)cc3)C1C2C (stereo unspecified),-0.9,0,1,-2,2,1,-1,0,0.98
N#CCCN(C(=O)COC(=O)c1n[nH]c2ccccc12)c1ccccc1,-0.9,-2,-2,7,-14,0.93,-1,-2,1.1
CCN1C(=O)[C@H]2[C@H]3[C@H](O)[C@H](O)C/C(=N\O[C@H](C)c4cn([C@H](CO)Cc5ccccc5)nn4)[C@@H]3CC[C@H]2C1=O,nt,nt,-2,5,17,0.95,-2,-2,0.83
Cc1cc(C(=O)NCCCC(=O)O)c(C)o1,1.2,1,-3,18,-7,0.82,-1,-8,1.1
c1ccc(-c2ccccc2-c2nc(-c3ccncc3)no2)cc1,0.6,-1,2,10,-12,0.9,0,1,1.1
COc1ccc(CNC(C)CCc2ccccc2)cc1 (stereo unspecified),0.9,-1,-2,-4,6,1,2,-3,0.94

# Fetched by compound from the entries so far, four records:
SMILES,MPTP inh,GRIN3A LBD mod,A3A deaminase,mIAP block,hIAP inh,mIAP activ,MIN6 prolif,A3G deaminase,hIAP activ
Cc1ccc(N=C2NC(=O)c3cccc([N+](=O)[O-])c32)cc1,-0.6,0,-2,4,13,0.96,-1,-4,0.87
CCC(=O)NC(c1cccs1)c1cc(Cl)c2ccccc2c1O (stereo unspecified),4.6,-10,-6,12,3,0.88,-7,-11,0.97
COc1ccc(CNC(C)CCc2ccccc2)cc1 (stereo unspecified),0.9,-1,-2,-4,6,1,2,-3,0.94
COc1ccc(C(=O)N2CC3(CC(c4cccc(NC(=O)CC(c5ccccc5)c5ccccc5)c4)=NO3)C[C@H]2C(N)=O)cc1 (stereo partly specified),1.2,-3,1,-80,-12,1.8,-8,-9,1.1

# Rewritten with bars between the fields: three of the compounds above
mol | MPTP inh | GRIN3A LBD mod | A3A deaminase | mIAP block | hIAP inh | mIAP activ | MIN6 prolif | A3G deaminase | hIAP activ
CNC(=O)COC(=O)COc1ccc2c(C)cc(=O)oc2c1 | -1.7 | 1 | -3 | 8 | 15 | 0.92 | 2 | -11 | 0.85
COC(=O)c1ccccc1NC(=O)CN(c1ccc(C)cc1)S(C)(=O)=O | 1.4 | 1 | -8 | 4 | 10 | 0.96 | -3 | -8 | 0.9
COc1ccc(S(=O)(=O)NC(Cc2cnc[nH]2)C(=O)O)cc1 (stereo unspecified) | -0.1 | -4 | -1 | -10 | -13 | 1.1 | -2 | -6 | 1.1

# Bioassay records deposited in PubChem by Sanford-Burnham Center for Chemical Genomics.
